OPRM1-OPRD1 inv: inverse agonists of MOR-DOR heterodimerization, primary screen, cell-based, luminescence; cell-based MOR-DOR heterodimer luminescence, inverse agonism; inhibition, % at 9.3 µM; Mu-type opioid receptor (Homo sapiens) + Delta-type opioid receptor (Homo sapiens), …; 340,000 compounds, 0.21% hits; in the data active means inhibition above about 22%, passing the limit was not always enough;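 further: 0% = cells with DMSO and 100% = wells without cells with DMSO; values of inactives mirror those of a sister screen read the other way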
SUMO Mot1 rescue: yeast Mot1-301 growth rescue at high temperature, primary screen, SUMOylation pathway inhibitor project, S. cerevisiae, ATP luminescence, 38.5C. 320,000 compounds, 1% hits. S. cerevisiae Mot1-301 growth rescue; percent above DMSO median, 100 means doubled. growth rescue, % at 18.8 µM. AID 2716, 2010;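 active means every valid replicate shows activation above 250% relative to neutral control wells; inactive means the rest, any valid replicate at or below 250%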;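 further: OY570 slx delta 5 strain wells were the positive control but not used for scaling; some compounds called inactive have numbers as strong as hits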
PfHsp90 set2: growth inhibition of PfHsp90-expressing yeast, primary screen, antimalarial PfHsp90 inhibitor project, S. cerevisiae, BacTiter-Glo luminescence, single point, set 2. BacTiter-Glo ATP, 48 h; yeast lacking PDR1 and PDR3 efflux regulators. inhibition, % at 9.4 µM. 310,000 compounds, 0.32% hits. AID 504621, 2011;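 active means every replicate shows inhibition above about 80%, whatever the replicate mean, limit read from the data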;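 further: 0% = DMSO neutral controls and 100% = 20 µM radicicol positive controls; yeast relying on Plasmodium falciparum Hsp90 in place of its own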
HTR5A ag ctr: HTR5A agonists in luminescence cell assay, primary screen, counter-screen for OPRM1-OPRD1 heterodimer agonist project, full-deck HTS | 5-hydroxytryptamine receptor 5A (Homo sapiens), P47898 | cell-based | activation, % at 9.3 µM | 340,000 compounds, 0.61% hits; in the data active means activation mostly above about 9.5%, no sharp cut-off; inactive means mostly below about 7.6%;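 further: 0% = cells with vehicle only and 100% = reference agonist; strong numbers were not always called active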
Target sequence (P47898 whole entry, looked up): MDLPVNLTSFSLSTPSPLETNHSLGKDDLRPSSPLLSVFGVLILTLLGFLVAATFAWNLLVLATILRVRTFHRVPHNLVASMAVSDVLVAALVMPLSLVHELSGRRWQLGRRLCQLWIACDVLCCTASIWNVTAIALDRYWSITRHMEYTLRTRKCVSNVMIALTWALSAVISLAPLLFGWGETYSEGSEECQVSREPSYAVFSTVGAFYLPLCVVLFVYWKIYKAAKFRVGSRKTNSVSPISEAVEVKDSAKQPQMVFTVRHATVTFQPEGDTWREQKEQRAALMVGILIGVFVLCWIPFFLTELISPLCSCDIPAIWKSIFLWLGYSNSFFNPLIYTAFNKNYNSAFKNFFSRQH
phage Ecoli inh: growth loss of phage-infected E. coli, primary screen, RecBCD inhibitor project, absorbance, with phage, HTS; AID 651602, 2012; inhibition, % at 11.9 µM; 360,000 compounds, 0.26% hits; in the data active means inhibition above about 11%
Ecoli viability: E. coli V3065 growth inhibition, primary screen, counter-screen for AddAB inhibitor project, absorbance, OD600; 18 h; inhibition, % at 11.9 µM; 330,000 compounds, 0.27% hits; AID 449728, 2010;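 active means inhibition above the campaign's mean inhibition across all tested compounds plus 3 SD, cut at about 9.9% in these data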;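 further: uninfected addAB+ strain grown without phage in ampicillin broth; 0% = DMSO wells and 100% = ciprofloxacin 0.95 µg/ml wells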
DSG3 Ab inh: inhibitors of pemphigus antibody binding to DSG3, primary screen, biochemical, bead-based, flow cytometry, scFv-GFP. DSG3-coupled beads, scFv-anti-DSG3-GFP binding; hits give low values. binding (percent of control), % at 10 µM. 310,000 compounds, 0.48% hits;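 active means binding more than 3 SD below its plate's average and above zero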;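 further: hits lower antibody fragment binding to DSG3; some compounds called inactive have numbers as strong as hits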
PKA-R1A activ: activators of PKA-R1A holoenzyme, primary screen, biochemical, fluorescence polarization, Cy5-IP20, bovine R1A, mouse PKAc; activation, % at 11.4 µM; PKA-R1A dissociation; scaled: DMSO 0%, 113 µM cGMP 100%; cAMP-dependent protein kinase type I-alpha regulatory subunit (Bos taurus) + …; 340,000 compounds, 0.083% hits;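 active means percent activation above the mean of all tested compounds plus 3 SD, cut at about 19% in these data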;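 further: higher means more PKAc released from R1A so a rise in polarization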
AddAB inh: growth inhibition of E. coli expressing H. pylori AddAB, primary screen, AddAB inhibitor project, absorbance; 330,000 compounds, 0.29% hits; AID 435030, 2010; inhibition, % at 11.9 µM; in the data active means inhibition above about 12%;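 further: 0% = vehicle wells of infected cells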
MOR-DOR ag: agonists of OPRM1-OPRD1 heterodimerization, primary screen, cell-based, luminescence. Mu-type opioid receptor (Homo sapiens) + Delta-type opioid receptor (Homo sapiens), …. cells. activation, % at 9.3 µM. 340,000 compounds, 0.3% hits. AID 504326, 2011; in the data active means activation above about 18%;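 further: 0% = vehicle-treated cells and 100% = reference agonist; values of inactives mirror those of a sister screen read the other way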
HTR5A inv ag: HTR5A inverse agonists in luminescence cell assay, primary screen, counter-screen for OPRM1-OPRD1 heterodimer inverse agonist project, full-deck HTS; inhibition, % at 9.3 µM; 340,000 compounds, 0.083% hits; 5-hydroxytryptamine receptor 5A (Homo sapiens), P47898; AID 504634, 2011; HTR5A cell line, inverse agonism; in the data active means inhibition mostly above about 23%, no sharp cut-off; inactive means mostly below about 18%;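 further: 0% = cells with DMSO and 100% = no-cell wells with DMSO; some compounds called inactive have numbers as strong as hits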
Active calls of the source: *; . = not tested or not shown. This is a random part of the collection. Share with any hit: about 3.2%.

SMILES	OPRM1-OPRD1 inv	SUMO Mot1 rescue	PfHsp90 set2	HTR5A ag ctr	phage Ecoli inh	Ecoli viability	DSG3 Ab inh	PKA-R1A activ	AddAB inh	MOR-DOR ag	HTR5A inv ag
COc1ccc(S(=O)(=O)N2CCc3ccccc32)cc1C(=O)Nc1cccnc1	9	-3	-20	6	1.1	-1.7	101	-2	-0.1	-1.7	-18
Cc1cc(/C=C(\C#N)C(=O)Nc2ccccc2)c(C)n1-c1cccnc1	5	-1	7	1	3.3	-0.8	84	2	1.7	-1.0	-14
Cc1cc(C(=O)CCC(=O)NNC(=O)c2ccccc2O)c(C)s1	-10	-7	-13	6	4.9	3.0	101	3	2.2	1.5	-23
Cn1c(N)c(S(=O)(=O)N2CCN(c3ccccc3F)CC2)c(=O)n(C)c1=O	0	-3	-7	-1	0.8	0.0	102	1	1.0	0.0	-25
CC(C)(CO)N1CCN(C(=S)Nc2ccccc2)CC1	8	7	8	-1	1.2	1.4	100	-4	2.8	-1.4	5
CCC(Oc1ccccc1)C(=O)Nc1ccc(-c2nnc(-c3ccco3)o2)cc1 (stereo unspecified)	-6	-3	.	-3	2.4	1.4	.	-9	1.1	1.0	7
COc1ccccc1C(=O)NC(CCSC)C(=O)NCc1ccccn1 (stereo unspecified)	14	4	.	-8	1.1	0.2	106	-5	-1.0	-2.7	19
Cc1ccc(C2=Nc3ccc(Br)cc3C(c3ccncc3)=NN2)cc1	10	253	-22	3	6.4	1.5	83	0	0.0	-1.9	8
O=C(Nc1ccc(C(=O)N2CCCC(CO)C2)cc1)c1ccc(Br)o1 (stereo unspecified)	9	34	13	-1	2.0	1.3	102	9	0.6	-1.5	4
O=C(Nc1cccc(S(=O)(=O)N2CCCC2)c1)c1ccc2c(=O)n3c(nc2c1)CCCCC3	-3	-7	24	0	1.5	0.1	99	12	0.7	0.6	7
CC1(C)Cc2nc3sc4c(=O)n(CC(N)=O)cnc4c3cc2CO1	19	105	-17	-4	3.0	2.2	105	-8	5.7	-3.8	9
O=C(Nc1ccc2snnc2c1)N1CCOCC1	14	3	-5	4	2.2	0.8	106	-12	-0.5	-2.7	-11

Record cards (already shown). Screens in order: OPRM1-OPRD1 inv	SUMO Mot1 rescue	PfHsp90 set2	HTR5A ag ctr	phage Ecoli inh	Ecoli viability	DSG3 Ab inh	PKA-R1A activ	AddAB inh	MOR-DOR ag	HTR5A inv ag
Cc1cc(C(=O)CCC(=O)NNC(=O)c2ccccc2O)c(C)s1 is listed as -10	-7	-13	6	4.9	3.0	101	3	2.2	1.5	-23
O=C(Nc1cccc(S(=O)(=O)N2CCCC2)c1)c1ccc2c(=O)n3c(nc2c1)CCCCC3 is listed as -3	-7	24	0	1.5	0.1	99	12	0.7	0.6	7

More compounds
SMILES	OPRM1-OPRD1 inv	SUMO Mot1 rescue	PfHsp90 set2	HTR5A ag ctr	phage Ecoli inh	Ecoli viability	DSG3 Ab inh	PKA-R1A activ	AddAB inh	MOR-DOR ag	HTR5A inv ag
CN1CCN(c2nc3c(c(=O)[nH]c(=O)n3C)n2CCCSc2nnnn2-c2ccccc2)CC1	-5	-2	1	3	-1.1	1.1	107	4	2.2	1.0	-8
COc1cc(C2C(C#N)=C(N)Oc3c2ccc2ccccc32)ccc1OCC(=O)Nc1ccccc1C (stereo unspecified)	-15	3	.	1	1.9	2.4	98	1	0.6	3.1	-1
CCC(=O)NC1OC(CO)C(O)C(O)C1O (stereo unspecified)	8	7	16	7	1.6	2.2	88	-14	0.8	-1.5	19
CC(=O)N1CCc2cc(Br)cc(S(=O)(=O)CCC(=O)N3CCN(c4ccccn4)CC3)c21	9	0	.	-1	-0.3	-3.8	116	-9	-0.3	-1.9	3
COc1ccc(S(=O)(=O)N2CCCCCC2)cc1C(=O)N(C)Cc1cccc(OC)c1OC	-5	-14	-9	-7	4.8	-1.4	103	1	3.8	0.8	6
O=C(NN=Cc1ccc(O)cc1)C(=O)NN=Cc1ccc(O)cc1	11	.	-3	5	1.6	.	.	4	.	-2.3	-18
O=C(CNc1cccc(S(=O)(=O)N2CCCC2)c1)Nc1ccc(F)cc1F	6	25	23	-2	-0.4	-3.0	98	-6	-1.0	-0.9	5
COc1cccc(NC(=O)CNC(=O)Cn2cnc3sc(C)c(C)c3c2=O)c1	9	-9	16	2	0.2	0.9	101	-14	5.4	-1.8	-39
COc1ccc(Nc2nc(-c3sc(C)nc3C)cs2)cc1	12	0	-30	-4	1.1	0.8	124	-1	0.6	-2.4	14
CCn1nc(NS(=O)(=O)c2ccc(NC(C)=O)cc2)c2cc3ccccc3nc21	18	-8	-27	-2	1.7	-2.5	80	-7	2.7	-3.5	12
CS(=O)(=O)NCc1csc(-c2ccccc2)n1	-5	-3	-1	-2	1.9	0.9	106	-6	2.6	0.9	-4
CCOC(=O)c1nc(-c2ccccc2)oc1N1CCOCC1	13	6	3	2	2.4	0.1	109	-10	2.9	-2.7	-11
CCc1cc2ccc(OC)cc2nc1SCC(=O)NNC(C)=O	4	-3	-1	7	3.6	0.1	99	-10	4.4	-0.8	15
CN(C)C=Nc1ncc2c3ccccc3n(CCN(C)C)c2c1C#N	8	-10	-1	-6	2.3	-1.4	101	-13	2.3	-1.4	15
CCCCOc1ccc(C(=O)NNC(=O)c2cnccn2)cc1OC	5	47	.	2	-1.0	-8.4	97	1	-9.4	-1.0	-7
Cc1ccc(-n2nnc3c(SCC(=O)NCC4CCCO4)ncnc32)cc1 (stereo unspecified)	2	1	-4	2	.	-1.6	110	-15	-2.3	-0.4	-6
CCCCc1ccc(NC(=S)N2CCC(O)CC2)cc1	-1	226	-9	3	6.1	1.3	102	4	-0.1	0.1	20
CC(C(=O)N1CCc2ccccc21)N1CCN(S(=O)(=O)c2cccs2)CC1 (stereo unspecified)	7	7	.	-1	0.6	-0.2	100	-1	0.7	-1.8	-15
COC(=O)c1ccc(NC(=O)CSC2=NCCN2)cc1	10	2	-2	-3	3.4	-1.8	100	-2	0.3	-2.2	-22
CCOC(=O)c1c(C)[nH]c(C)c1S(=O)(=O)N(C)CC(=O)Nc1ccccc1F	16	1	6	2	2.5	1.7	103	-5	-0.2	-3.1	-7
CC1Sc2ccc(C(=O)Nc3ccccc3OC(F)F)cc2NC1=O (stereo unspecified)	-6	-5	20	0	2.2	1.1	102	-2	1.5	0.9	-2
CCCN1C=CC(=CC=C(C#N)C#N)C=C1	13	-16	16	-7	4.3	2.8	116	-6	2.8	-2.5	-5
Cc1c(CN2CCC(CO)(Cc3cccc(C(F)(F)F)c3)CC2)c2ccccc2n1C	-57	2	-2	0	6.1	-0.4	106	-6	-0.2	7.8	-1
CCOC(=O)c1c(NC(=O)COC(=O)c2cnccn2)sc(C)c1C	3	-20	2	-6	0.7	2.8	104	6	1.2	-0.8	0
O=C(COc1ccccc1Cl)NC(=S)Nc1ccc(CN2CCOCC2)cc1	10	183	-4	-4	0.2	2.2	116	-6	3.1	-1.9	0
CC(=C/C(=O)O)/C(=C\c1ccc(Br)o1)C(=O)O	22	4	-23	2	2.1	1.0	100	-1	-0.1	-4.2	-8
CCOC(=O)C1CCCN(c2cc(C)nc3cc(-c4ccc(Cl)cc4)nn23)C1 (stereo unspecified)	5	-4	26	0	0.6	1.4	.	-1	2.1	-1.1	-13
COc1ccccc1CC(=O)NN1C(=O)NC2(CCC(C)CC2)C1=O (stereo unspecified)	6	.	.	6	2.7	.	103	7	.	-0.9	7
C=CC[C@@H](CC(=O)NCCO)C(=O)NCCOC(=O)[C@@H](CC=C)Cc1ccc(F)cc1	11	-6	12	1	-1.0	0.0	95	-2	1.5	-2.4	-3
CCOC(=O)CSc1nnc(Cc2cc(=O)[nH]c(=O)[nH]2)n1-c1ccc(Cl)cc1	4	1	.	-1	.	-1.4	111	-5	7.0	-0.8	4
CCCCn1c(N)c(N(CCOC)C(=O)C2CCCN(C(=O)c3ccc(Cl)cc3)C2)c(=O)[nH]c1=O (stereo unspecified)	4	14	4	1	1.9	-1.8	99	-13	-1.3	-0.6	-4
Cc1[nH]c2ccccc2c1/C=C/c1nc2ccccc2c(=O)n1-c1cccc([N+](=O)[O-])c1	-3	-13	-8	-5	-0.2	-0.9	.	-3	2.4	0.5	19
O=C(CN(Cc1ccccc1Cl)C(=O)CNS(=O)(=O)c1ccccc1)NCC1CCCO1 (stereo unspecified)	11	-18	5	0	-4.2	1.9	94	-2	4.7	-1.8	4
COc1ccc(OC)c(NC(=O)Cn2c(CCC(=O)O)ccc2-c2ccccc2)c1	5	.	7	-1	1.9	-1.9	100	-11	-1.6	-0.9	3
CCOC(=O)Cc1csc(NC(=O)c2c(O)c3c(n(CC(C)C)c2=O)CCCC3)n1	3	-10	-1	5	0.2	-0.1	106	2	0.8	-0.5	13
O=C(Nc1nnc(-c2ccncc2)s1)C1CCCO1 (stereo unspecified)	4	23	15	-2	2.5	-2.5	97	-2	0.3	-0.7	7
CCOC(=O)C1=C(C)OC(N)=C(C#N)C1c1cccs1 (stereo unspecified)	.	-7	1	.	4.0	-2.4	98	.	-4.4	.	.
Cc1occc1C(=O)Nc1nccs1	4	-6	-53	9	0.7	1.8	97	-3	1.2	-0.8	-30
Cc1ccc(C(=O)N/C(=C\c2cn(S(=O)(=O)N(C)C)c3ccccc23)C(=O)NCCCn2ccnc2)cc1	8	-6	6	2	0.5	-3.4	107	-14	0.0	-1.5	-9
Cc1ccc(C)c(OCc2cc(C(=O)N3CCOCC3)no2)c1	13	16	0	0	3.1	-0.8	99	3	1.1	-2.7	-28
CC(=O)N1CCN(C(=O)c2ccc3oc(CCCc4ccccc4)nc3c2)CC1	5	4	12	0	1.0	2.9	102	0	4.6	-0.9	-5
CCc1cccc(N(C(=O)c2csnn2)C(C(=O)NC(C)(C)C)c2ccccn2)c1 (stereo unspecified)	8	-8	5	2	7.0	-0.2	102	-13	1.9	-1.4	-4
COC(=O)C1CCN(Cc2cc(=O)oc3cc(C)c(Cl)cc23)CC1	-14	-9	4	2	2.5	-2.9	89	-3	0.7	2.4	-7
Cc1ccc(NC(=O)Nc2ccc3oc(C)nc3c2)cc1	7	-9	8	-2	2.2	-0.5	107	-12	-0.1	-1.3	11
C1CCC2(CC1)OCC1(CO2)COC2(CCCCC2)OC1	4	-5	.	3	3.0	-0.2	102	-1	1.6	-0.9	-33

Screening results from PubChem.
